# BRCA1 expr up = qHTS Assay to Identify Small Molecule Activators of BRCA1 Expression; MCF7-BRCA1-FFLuc reporter, luminescence, 48 h; response scale: scaled: vehicle 0%, 10 µM genistein 100%; Potency, µM (titrated, usually from 46.1 µM), without a hit: at the highest dose activation, hits mostly activators; actives 1.1% (n = 380,000); AID 624202, 2012; active means well fitted activation curve with a large enough effect; inconclusive means small, poorly fitted or top-dose-only effect; inactive means no such curve, though single readings can be large or run the other way; further: nearly all actives have a fitted effect of over 80% in size; some results filed as inactive show a strong effect at the top dose
#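 Luminescence from a BRCA1-driven firefly luciferase in MCF7 cells was the read-out, taken 15 min after substrate addition following 48 h compound exposure at 37 °C. Data were normalized to a 10 microM genistein control and DMSO vehicle.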
# * hit, by the source's call; ? = inconclusive. Potency means the concentration at half of the fitted maximal effect. An excerpt (hit frequency here may not be typical).
mol,BRCA1 expr up
O=C(Nc1ccc(F)c(Cl)c1)c1csc([C@@H]2O[C@H](CO)[C@H](O)[C@H](O)[C@H]2O)n1,30.6%
Cc1ccc(C(=O)Nc2nc(-c3nnn(-c4cccc(Cl)c4C)c3C)ns2)cc1C,0.0%
OC(c1ccc(F)c(F)c1)c1nc(-c2ccc3c(c2)OCO3)cs1 (stereo not given),6.5%
Cc1nc2c(c(C)c1CCC(=O)N1CCN(c3ccccc3)CC1)c(=O)n(C)c(=O)n2C,24.6%
Cc1cc(C)cc(-n2ccnc2SCC(=O)Nc2ccc(C)cc2C)c1,-6.2%
Cc1cc(C)cc(OCc2cc(=O)n3cc(C)sc3n2)c1,10.7%
CCOc1cc(Cl)c(S(=O)(=O)n2ccnc2)cc1Cl,4.9%
O=C1NC[C@@H](CCCCN2CCN(CCc3ccccc3)C(=O)C2=O)N(CCc2ccc(O)cc2)C1=O,-9.7%
COC(=O)c1ccc(Cn2c(C)c(C(=O)NCc3ccc(Cl)c(Cl)c3)sc2=O)o1,-14.5%
Nc1nc2c(Br)ccc(Br)c2cc1C(=O)NCCc1ccccc1,-8.9%
CC(C)=CCC[C@H](C)C[C@@H]1Cc2[nH][nH]c(=O)c2[C@H](c2ccc(Cl)cc2)O1,6.8%
Cn1c(SCCOc2ccccc2)nnc1-c1ccc(NC(=O)CCc2ccccc2)cc1,5.2%
CC1(C(=O)Nc2ccc3c(c2)OCO3)Cc2c(-c3ccc4c(c3)OCO4)ccnc2O1 (stereo not given),-38.4%
N#Cc1ccc(CSc2nnc(-c3ccc(Br)cc3)o2)cc1,3.1%
Cc1ccc(S(=O)(=O)N2C[C@H]3C(=O)C[C@@H](c4cccs4)N(S(=O)(=O)c4ccc(C)cc4)[C@H]3C[C@H]2c2ccccc2)cc1,-1.3%

# (list continues)
mol,BRCA1 expr up
Cc1ccc(NC(=O)COc2ccc3oc4c(c3c2)CCCC4)c(C)c1,-1.9%
CC(=O)Nc1cccc(-c2ccnc3c2CC(C)(C(=O)Nc2cccc(C(F)(F)F)c2)O3)c1 (stereo not given),-51.9%
O=C(Nc1cccc(Cc2ccccc2)c1)Nc1ccc2nc([C@@H]3O[C@H](CO)[C@@H](O)[C@H](O)[C@H]3O)[nH]c2c1,11.5%
Cc1cc2nc(-c3ccccc3)c(CC(C)(C)C)n2c(C)c1Br,-16.7%
Cc1ccc(-c2nn3c(=O)cc(CN4CCN(C(=O)/C=C/c5ccccc5)CC4)nc3s2)cc1,-0.2%
CCc1ccc(-n2nc(C)c3c(C)cc(=O)n(CC(=O)N(CC)Cc4ccccc4)c32)cc1,0.0%
Cc1nc(-c2ccc(S(=O)(=O)NCc3ccc(F)cc3)cc2)co1,0.7%
Cn1cc(C2=C(c3cn(CCCSC(=N)N)c4ccccc34)C(=O)NC2=O)c2ccccc21,-59.8%
CCOc1ccccc1NC(=O)C1=C(C)Nc2ncnn2C1c1sccc1C (stereo not given),-26.5%
CCc1nc2ccc(C(=O)N3CCN(C(=O)c4ccco4)CC3)cn2c1N(CC)Cc1cccc(Br)c1,-10.8%
CCCCCCn1cc(CN2CC(N(C)CC)CS2(=O)=O)nn1 (stereo not given),15.9%
O=C1NC[C@@H](CCCCN2C[C@H](Cc3ccc(O)cc3)N(CC3CCCCC3)C(=O)C2=O)N(Cc2ccccc2)C1=O,18.1%
O=C(/C=C/[C@H]1O[C@@H](n2ccc(=O)[nH]c2=O)[C@H](O)[C@@H]1O)NCc1ccccc1,13.6%
C[N+]1(CC(=O)c2ccc3c(c2)CCCC3)CCOCC1,5.6%
CCCCNC(=O)C1c2ccccc2OCC(=O)N1Cc1ccco1 (stereo not given),-0.5%

# Further compounds follow:
mol,BRCA1 expr up
O=C([C@H]1O[C@@H](n2ccc(=O)[nH]c2=O)[C@H](O)[C@@H]1O)N1CCN(c2ccc(Cl)cn2)CC1,14.2%
O=C(NCc1ccncc1)[C@@H]1CCCN1C(=O)[C@H]1CCCN1C(=O)c1cccc(Cl)c1,-3.3%
CCC(C(=O)Nc1nnc2n1CCS2)c1ccccc1 (stereo not given),6.6%
COc1ccc(CCNC(=O)c2cc3c(=O)n(C)c4cc(Cl)ccc4c3s2)cc1OC,2.1%
Cc1ccc(Cl)cc1N1CCN(c2ncnc3onc(C)c23)CC1,5.9%
CCOc1ccccc1NC(=O)N1CCN(Cc2nc3ccc(C)cc3o2)CC1,-17.5%
COc1cc2c(NC3CCN(C(C)C)CC3)nc(N3CCCN(C)CC3)nc2cc1OCCOCCN(C)C,-5.2%
Cc1ccc(CN2C(=O)C(Cc3ccccc3)Nc3ncnc(N4CCOCC4)c32)cc1 (stereo not given),5.7%
Cc1ccccc1-c1cnc(C(O)c2c(C)cccc2C)[nH]1 (stereo not given),3.0%
COc1ccc(-c2cc(NC=O)c3ncc(-c4cc(OC)c(OC)c(OC)c4)n3c2)c(OC)c1,-54.1%
COC(=O)[C@]12CCCCC=C1N(Cc1ccco1)C(=O)[C@H](CC(=O)NCCC(C)C)C2,0.0%
N#Cc1c(NC(=S)NC(=O)c2ccccc2)sc2c1CCCCC2,7.1%
CCOC1=C2CN(S(=O)(=O)c3ccc(C)cc3)[C@H](c3ccccc3)C[C@H]2n2c(=O)n(-c3ccccc3)c(=O)n2C1,0.7%
Cc1cccc(C(=O)Nc2ccc3nc(SCCOc4ccccc4)sc3c2)c1,7.0%
CCCCCCCCN(CCCCCCCC)c1ccc(/C=C/c2ccnc3ccccc23)cc1,-2.4%

# Remaining list, next part.
mol,BRCA1 expr up
CCc1ccc(N2C(=O)CC(c3cc(OC)ccc3OC)C3=C2COC3=O)cc1 (stereo not given),6.5%
COc1ccc(-c2cc3nc(NCCOc4ccccc4)ccn3n2)cc1,-10.0%
COc1ccc(C2Nc3ccccc3C(=O)N2c2ccccc2F)cc1COc1ccc(NC(C)=O)cc1 (stereo not given),0.0%
CCOc1ccc(/C=C/c2ccc3ccccc3n2)cc1OCC,-55.0%
CCNC(=O)C1(C)CCCN(CCOc2ccc(OC)cc2)C1 (stereo not given),4.2%
Cn1cnc(S(=O)(=O)N2CCCCC2c2cc(C(=O)Nc3ccc(F)c(Cl)c3)no2)c1 (stereo not given),3.2%
COC[C@@H]1CCCN1c1ccc2c(c1)O[C@@H](COCc1ccccc1)CN([C@H](C)c1ccccc1)S2(=O)=O,2.5%
COc1ccccc1N1CCN(c2nc3ccccc3n3cnnc23)CC1,3.9%
CN(Cc1ccccc1)C(=O)c1ccc2nc([C@@H]3O[C@H](CO)[C@H](O)[C@H](O)[C@H]3O)[nH]c2c1,18.9%
NCCCCCCNS(=O)(=O)c1ccc2c(Cl)cccc2c1,-0.5%
Cc1nc(-c2ccccc2)sc1CCNC(=O)c1ccco1,15.0%
COc1ccc(NS(=O)(=O)c2ccc(NS(=O)(=O)c3ccc4c(c3)OCCO4)cc2)cc1,10.7%
Cc1ccc(Nc2nnc(-c3ccc(C)c(S(N)(=O)=O)c3)c3ccccc23)cc1,-22.3%
CCC1CCc2nc3sc(C(=O)Nc4ccc(F)c(F)c4)c(N)c3cc2C1 (stereo not given),24.7%
CCn1cc(C(=O)N2CCN(c3cccc(C)c3C)CC2)c2cc(OC)c(OC)cc2c1=O,-8.9%

# (listing goes on)
mol,BRCA1 expr up
Cc1ccccc1-c1cc2nc(OCC3CCCO3)n(C)c(=O)c2s1 (stereo not given),-8.2%
CC(=O)NCCNC(=O)C1Cc2c(-c3ccc4c(c3)OCO4)ccnc2O1 (stereo not given),0.9%
CC(=O)NC(c1ccccc1)c1nc(-c2ccc(C)c(C)c2)cs1 (stereo not given),-25.9%
CCC(Cc1ccccc1)NC(=O)c1ccc2nc(N3CCC(C)CC3)sc2c1 (stereo not given),?
CCCCNC(=O)C1(C)CCCCN1C(=O)c1ccc2sccc2c1 (stereo not given),0.0%
COc1cc(-c2noc(-c3ccc(NCC4CCCO4)c([N+](=O)[O-])c3)n2)cc(OC)c1OC (stereo not given),20.1%
CCOc1ccc(NC(=O)Cn2c(=O)c(CNc3ccc(OC)cc3)cc3ccc(OC)cc32)cc1,0.8%
COc1cccc(NC(=O)C2CCN(c3cc(C)nc4c(-c5ccc(Cl)cc5)c(C)nn34)CC2)c1,1.6%
COc1cccc(NC(=O)Cn2c(=O)n(-c3ccc(CC(=O)NCC4CCCO4)cc3)c(=O)c3ccccc32)c1 (stereo not given),2.1%
CCc1ccc(OCCCn2c(CCNC(=O)C3CCCCC3)nc3ccccc32)cc1,9.9%
COc1ccc(NC(=O)C2Cc3c(-c4ccc(Cl)cc4)ccnc3O2)cn1 (stereo not given),-44.8%
Cc1ccccc1CN1C(=O)c2ccccc2S(=O)c2ccc(C(=O)N3CCOCC3)cc21 (stereo not given),-5.4%
CCc1nc2ccc(C(=O)N(CC)CCN(C)C)cn2c1N(C)CCCc1ccccc1,0.0%
Cc1sc2ccccc2[n+]1C,-3.8%
Cc1cccc(OCC(=O)Nc2cc(-c3nc4cc(Cl)ccc4o3)ccc2C)c1,5.6%

# Arranged by molecular weight (high to low): some entries from above.
mol,BRCA1 expr up
COc1cccc(NC(=O)C2CCN(c3cc(C)nc4c(-c5ccc(Cl)cc5)c(C)nn34)CC2)c1,1.6%
CCc1ccc(N2C(=O)CC(c3cc(OC)ccc3OC)C3=C2COC3=O)cc1 (stereo not given),6.5%
CCNC(=O)C1(C)CCCN(CCOc2ccc(OC)cc2)C1 (stereo not given),4.2%

# Carrying on.
mol,BRCA1 expr up
COc1ccccc1CNc1nc(NC(C)C)nc2cc(-c3ccccc3)sc12,-35.0%
Cc1ccc(C)c(NC(=O)Nc2cccc(-c3cn4cccnc4n3)c2)c1,10.3%
CCN(CC)S(=O)(=O)c1ccc2c(c1)c(=O)c(C(=O)N1CCN(c3cc(C)ccc3C)CC1)cn2C,-10.7%
CCOC(=O)c1cccc(NS(=O)(=O)c2ccc(-c3cnc(C4CC4)o3)cc2)c1,-50.8%
CCOCCn1ccc2c(OCC(=O)Nc3cc(C(F)(F)F)ccc3Cl)cccc2c1=O,0.0%
CC(C)(C)c1ccc(NC(=O)c2cc(C3CCCN(C(=O)CCc4ccccc4)C3)on2)cc1 (stereo not given),-21.8%
COc1ccc2c(c1)c1c(c(=O)n(-c3cccc(C)c3)c(=O)n1CC(=O)NCC1CCCO1)n2C (stereo not given),8.6%
COc1ccc(-c2nc3sc(CCNC(=O)c4ccco4)c(C)n3n2)cc1,20.6%
CCOC(=O)c1c(NC(=O)C(C)Sc2cn(CCNC(=O)c3ccc(OC)cc3)c3ccccc23)sc2c1CCC2 (stereo not given),9.7%
COc1ccc(C(C)(O)c2nc(-c3cccc(C#N)c3)cs2)cc1 (stereo not given),-26.5%
COc1ccc(Nc2c3c(nc4ccccc24)CCC3)cc1Cl,-53.2%
CCCCn1nnnc1C(c1cccs1)N1CCN(C/C=C/c2ccccc2)CC1 (stereo not given),-25.5%
CCOC(=O)[C@]12CCC=C1N(CCC1=CCCCC1)C(=O)[C@H](CC(=O)N1CCSCC1)C2,-3.6%
O=C(NCCC(F)(F)F)c1cccc2c(-c3ccc(F)c(F)c3)coc12,17.9%
Cc1oc(-c2cccc(Cl)c2)nc1CS(=O)(=O)CC(=O)NCc1ccccc1Cl,-7.4%

# (list continues)
mol,BRCA1 expr up
COc1ccc(CCNC(=O)Cn2c(=O)n(-c3ccc(OC)c(OC)c3)c(=O)c3ccccc32)cc1OC,10.6%
O=S1(=O)CC(N2CCC(Cc3ccccc3)CC2)CN1Cc1ccc(F)cc1 (stereo not given),-17.0%
CC1CCN(C(=O)Nc2ccc3nc(-c4ccco4)c(-c4ccco4)nc3c2)CC1,16.3%
O=C1c2ccccc2C(=O)N1c1ccccn1,17.1%
Cc1ccc(C)c(NC(=O)N(C)CCc2c(C)nn(C)c2C)c1,0.0%
CCc1nn(CC(=O)NCCCOC)c(=O)c2cc3occc3n12,21.0%
CC(C)c1ccc(NC(=O)c2cc3c(=O)[nH]c4ccccc4c3n2C)cc1,11.6%
COc1ccccc1NC(=O)CSc1nc2c(oc3ccccc32)c(=O)n1-c1ccccc1F,13.1%
Cc1ccc(OCc2nnn(CC(=O)NS(=O)(=O)c3c(C)noc3C)c2-c2ccccc2)cc1,9.1%
Cc1nc(SCc2ccccc2Cl)c(C#N)c(C)c1C,18.0%
Cc1ccc(Cn2cc(CN3CC(N4CCCC4)CS3(=O)=O)nn2)cc1 (stereo not given),21.3%
CCCCC(CCCC)c1ccc(C=Nc2ccc(/C=C/c3ccnc4ccccc34)cc2)cc1,11.0%
COc1ccc(Nc2c(-c3cccc(OC)c3)nc3nc(C)cc(C)n23)cc1,15.5%
Cc1ccc2c(c1)c1c(c(=O)n(-c3ccccc3C)c(=O)n1CC(=O)N1CCCC1)n2C,9.6%
CC(C)(C)c1ccc(S(=O)(=O)NC(=O)C2(C)CCN2C(=O)C2CCCCC2)cc1 (stereo not given),20.9%

# Some of the entries so far, with each value named.
Cc1cccc(C(=O)Nc2ccc3nc(SCCOc4ccccc4)sc3c2)c1
  BRCA1 expr up: 7.0%
COc1ccc(Nc2c(-c3cccc(OC)c3)nc3nc(C)cc(C)n23)cc1
  BRCA1 expr up: 15.5%

# More results follow:
mol,BRCA1 expr up
CC(=O)N1c2c(cc(Br)cc2S(=O)(=O)N2CCN(c3cccc(Cl)c3)CC2)CC1C (stereo not given),2.9%
CC(O)(c1cccnc1)c1nc(-c2cccc(F)c2)cs1 (stereo not given),9.1%
COc1ccc(CC(N)c2csc(Nc3nc(C)cnc3C)n2)cc1 (stereo not given),-30.1%
COc1ccc(-c2nc3ccccc3o2)cc1NC(=O)c1cccnc1,28.7%
